High-throughput results deposited in PubChem BioAssay by National Center for Advancing Translational Sciences (NCATS).
FUS yeast rescue: FUS proteinopathy suppression in yeast | S. cerevisiae FUS-expressing, growth rescue, OD600, 24 h | Potency, µM (doses to about 76.6 µM), for inactives: at the highest dose growth rescue (activation), hits mostly activators | 390,000 compounds, 0.24% hits | AID 1347120;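 note: potency is the fitted concentration of half-maximal effect; plate controls were DMSO vehicle for no effect and reference control for full effect; nearly all actives have a fitted effect of over 55% in size; some results filed as inactive show a strong effect at the top dose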
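S. cerevisiae expressing FUS from galactose induction served as the toxicity model. Growth after 24hr at 30C, read as absorbance at 600 nm, indicates suppression of toxicity; compounds dosed at several concentrations.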
Abeta rescue: A-beta toxicity reversal in yeast; yeast expressing A-beta42, growth rescue, OD600, 48 h; response scale: 0% DMSO, 100% iron-clioquinol control; Potency, µM (titrated, usually from 46.1 µM), for inactives: top-dose growth rescue, usual class: activators; 410,000 compounds, 0.063% hits; AID 1347071; note: potency is the fitted concentration of half-maximal effect; nearly all actives have a fitted effect of over 55% in size
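Yeast A-beta toxicity model in growth medium with pinned compounds, 48 h at 30 C; growth read as absorbance at 600 nm. Normalized to FeCl3/clioquinol equimolar mix (positive) and DMSO (negative).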
GLP1R inv ag: GLP-1 receptor (human) inverse agonism | Potency, µM (doses to about 38.3 µM), for inactives: top-dose activity change, negative = inhibition, usual class: inhibitors | 410,000 compounds, 1.6% hits | AID 624417 | HEK293 GLP-1R CRE-luciferase, luminescence, 24 h; GLP-1R form is constitutively active | P43220; note: potency is the fitted concentration of half-maximal effect; % is set by controls: 0 for no effect and ±100 for the full control effect; nearly all actives have a fitted effect of over 55% in size
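Inverse agonism was detected as reduced cAMP-driven luciferase luminescence after 24 h compound treatment. The cells were HEK293 clones expressing constitutively active human GLP-1R with the reporter. Reporter-only and GPR119 cell lines served as counterscreen controls.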
aSyn yeast inh: rescues yeast growth from alpha-synuclein toxicity; Yeast expressing alpha-synuclein, growth rescue, BacTiter-Glo, 24 h; Potency, µM (top dose mostly 46.1 µM), inactives show at the highest dose growth rescue (activation), hits mostly activators; 370,000 compounds, 0.14% hits; AID 652106; note: potency is the fitted concentration of half-maximal effect; % of control where 0% means no effect; nearly all actives have a fitted effect of over 65% in size
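Readout is rescue of growth in alpha-synuclein-expressing yeast, so inhibitors of toxicity appear as activators. Growth after 24 hr at 30 deg C in galactose medium is quantified by luminescence.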
Akt phos inh: blocks phosphorylation of Akt; 360,000 compounds, 0.32% hits; activity change, % for hits at 50 µM; Neuro2A IGF-stimulated pAkt S473 HTRF, 20 min; stronger effect = lower value; in the data active = activity change below about -80%; inconclusive = mostly about -51% to -80%; note: % is set by controls: 0 for no effect and ±100 for the full control effect
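Neuro2A cells in DMEM with 0.5% FBS, overnight at 37 deg C, given compound at single 50 µM final, then IGF (6 nM final) for 20 min at 37 deg C. Lysed; phospho-Akt Ser473 by HTRF after 24 h, 665/615 ratio.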
GLP1R cytotox: cytotoxicity counter-screen for GLP-1 receptor inverse agonists | AID 624418 | HEK293 cAMP-luciferase reporter cells, luminescence, 24 h | Potency, µM (top dose mostly 38.3 µM), for inactives: top-dose activity change, negative = inhibition, usual class: inhibitors | 410,000 compounds, 0.13% hits;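 note: loss of luciferase light is scored as toxicity; potency is the fitted concentration of half-maximal effect; % is set by controls: 0 for no effect and ±100 for the full control effect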
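To flag toxic compounds, the library was rerun on cells for 24 hr at 37 deg C and 5% CO2. Viability-linked luminescence was captured 12 min after adding luciferase detection reagent.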
TDP-43 yeast inh: inhibitors of TDP-43 toxicity in yeast | TDP-43 expressing yeast growth rescue, BacTiter-Glo, 24 h | 410,000 compounds, 1.8% hits | Potency, µM (top dose mostly 46.1 µM), for the others: at the highest dose growth rescue (activation), hits mostly activators; note: potency is the fitted concentration of half-maximal effect; % of control where 0% means no effect; nearly all actives have a fitted effect of over 50% in size
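Galactose-induced TDP-43 yeast, OD600=0.02, compound pinned; 24 hr, 30 deg C; BacTiter-Glo luminescence for growth. Inhibitors of TDP-43 toxicity read as activators.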
PTHR1 agonist: PTHR1 (human) receptor agonism | Potency, µM (top dose mostly 115 µM), for inactives: top-dose activation, actives largely listed as activators | 410,000 compounds, 0.075% hits | AID 743266 | Q03431 | HEK293 GP2 PTHR1 cells, GloSensor cAMP luminescence, 1 h; note: potency is the fitted concentration of half-maximal effect; nearly all actives have a fitted effect of over 55% in size; some results filed as inactive show a strong effect at the top dose; inactives centre near -15; many of its hits are not listed in these tables
Target sequence (Q03431 whole entry, looked up): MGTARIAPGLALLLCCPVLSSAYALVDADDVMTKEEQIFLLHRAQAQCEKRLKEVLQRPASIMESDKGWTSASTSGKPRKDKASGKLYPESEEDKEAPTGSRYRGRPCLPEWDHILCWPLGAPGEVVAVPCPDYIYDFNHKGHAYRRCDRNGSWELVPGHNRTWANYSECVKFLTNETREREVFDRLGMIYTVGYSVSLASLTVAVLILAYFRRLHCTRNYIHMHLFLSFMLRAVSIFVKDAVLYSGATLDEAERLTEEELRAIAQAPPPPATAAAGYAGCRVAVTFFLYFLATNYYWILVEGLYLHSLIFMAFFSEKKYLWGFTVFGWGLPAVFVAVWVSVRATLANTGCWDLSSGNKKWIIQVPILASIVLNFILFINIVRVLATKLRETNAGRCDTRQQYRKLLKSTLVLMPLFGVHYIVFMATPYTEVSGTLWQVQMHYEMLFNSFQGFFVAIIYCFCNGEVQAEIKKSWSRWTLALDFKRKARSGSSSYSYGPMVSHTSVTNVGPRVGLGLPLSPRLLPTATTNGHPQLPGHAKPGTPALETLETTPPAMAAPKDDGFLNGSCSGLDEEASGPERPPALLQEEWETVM
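HEK-293-derived GP2 cells expressing PTHR1 and a GloSensor cAMP reporter, 3,000/well, plated overnight, given luciferin plus IBMX (each 0.5 mM as added) for 1 h at 37 °C, then compound for 1 h at 37 °C. Luminescence was read after 15 min at room temperature.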
MmCpn inh: inhibitors of Methanococcus maripaludis chaperonin (MmCpn); purified Mm-Cpn ATPase, ADP Transcreener TR-FRET; Potency, µM (doses to about 76.9 µM), without a hit: at the top dose activity, negative = inhibition, most hits filed as inhibitors; 330,000 compounds, 0.031% hits; note: potency is the fitted concentration of half-maximal effect; % is set by controls: 0 for no effect and ±100 for the full control effect; nearly all actives have a fitted effect of over 80% in size
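ATPase turnover read by TR-FRET ADP competition (Eu cryptate antibody/ADP-d2, 665/590 nm): 10uM ATP final, 25nM Mm-CPN final, 30 min 37degC after 10-min compound preincubation, pH 7.4 Tris/KCl/MgCl2/DTT buffer.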
Active calls of the source: *; i = inactive; u = inconclusive; x = no result given; [ ] = another dose, or the depositor's remark. Unless noted, calls come from the whole dose curve; as a rule, active = well fitted curve in the direction sought with a large enough effect; inconclusive = small, poorly fitted or top-dose-only effect, or another doubt; inactive = no such curve, though single readings can be large; an effect the other way counts as inactive or inconclusive.

1) COc1cccc(OC)c1C1=NCC(=O)Nc2c1oc1ccc(Br)cc21
2) CCOC(=O)c1c(NC(=O)CSc2nc3ccc(OC)cc3[nH]2)sc2c1CC(C)(C)NC2(C)C
3) COc1ccc(Cn2c(O)c(/C=N/NC(=O)c3ccncc3)c(=O)[nH]c2=O)cc1
4) O=C(Nc1cccc(C(F)(F)F)c1)c1cccn(Cc2ccc3c(c2)OC(F)(F)O3)c1=O
5) CN1CCC(O)(c2cccs2)C(C(=O)c2cccs2)C1 (stereo unspecified)
6) O=C(NCc1cccnc1)NC1CCCCC1
7) Cc1cccc([N+](=O)[O-])c1
8) CC(C)[n+]1ccn(C2=C([O-])c3ccccc3C(=O)/C2=N\S(=O)(=O)c2ccccc2)c1
9) CCCCn1c(=O)c(C(=O)Nc2ccccc2N)c(O)c2ccccc21
10) CC(C)Sc1nnc(OC(=O)N(C)C)n1-c1ccccc1
entry no.	1	2	3	4	5	6	7	8	9	10
FUS yeast rescue	8%	24%	36%	19%	-6%	-9%	-45%	0%	0%	8%
Abeta rescue	-9%	16%	-37%[inhibitor]	-10%	13%	-5%	-8%	1%	-30%	-4%
GLP1R inv ag	u	u	-10%	u	10%	9%	4%	-11%	4%	-1%
aSyn yeast inh	-2%	-4%	-1%	12%	-9%	-1%	2%	-1%	-1%	-10%
Akt phos inh	i	i	i	i	i	i	i	i	i	i
GLP1R cytotox	u	u	23%	-12%	u	-18%	1%	u	8%	4%
TDP-43 yeast inh	15%	1%	-6%	u	14%	-15%	20%	-7%	5%	-32%[inhibitor]
PTHR1 agonist	-25%	i	-9%	-29%	i	i	-16%	-32%[inhibitor]	i	u
MmCpn inh	0%	-7%	1%	-2%	0%	x	0%	-16%	-1%	-3%

Reprinted: entries 2–9
2) CCOC(=O)c1c(NC(=O)CSc2nc3ccc(OC)cc3[nH]2)sc2c1CC(C)(C)NC2(C)C
3) COc1ccc(Cn2c(O)c(/C=N/NC(=O)c3ccncc3)c(=O)[nH]c2=O)cc1
4) O=C(Nc1cccc(C(F)(F)F)c1)c1cccn(Cc2ccc3c(c2)OC(F)(F)O3)c1=O
5) CN1CCC(O)(c2cccs2)C(C(=O)c2cccs2)C1 (stereo unspecified)
6) O=C(NCc1cccnc1)NC1CCCCC1
7) Cc1cccc([N+](=O)[O-])c1
8) CC(C)[n+]1ccn(C2=C([O-])c3ccccc3C(=O)/C2=N\S(=O)(=O)c2ccccc2)c1
9) CCCCn1c(=O)c(C(=O)Nc2ccccc2N)c(O)c2ccccc21
entry no.	2	3	4	5	6	7	8	9
FUS yeast rescue	24%	36%	19%	-6%	-9%	-45%	0%	0%
Abeta rescue	16%	-37%[inhibitor]	-10%	13%	-5%	-8%	1%	-30%
GLP1R inv ag	u	-10%	u	10%	9%	4%	-11%	4%
aSyn yeast inh	-4%	-1%	12%	-9%	-1%	2%	-1%	-1%
Akt phos inh	i	i	i	i	i	i	i	i
GLP1R cytotox	u	23%	-12%	u	-18%	1%	u	8%
TDP-43 yeast inh	1%	-6%	u	14%	-15%	20%	-7%	5%
PTHR1 agonist	i	-9%	-29%	i	i	-16%	-32%[inhibitor]	i
MmCpn inh	-7%	1%	-2%	0%	x	0%	-16%	-1%

This is a subset; the hit share may differ from the screen's.
